# PV pol inh = poliovirus RdRp elongation inhibitors, primary screen, biochemical, fluorescence polarization, total intensity; Genome polyprotein (Poliovirus type 1 (strain Mahoney)), P03300; % elongation, % (compound at 16.7 µg/mL); 150,000 tested, 0.66% active; AID 588519, 2011; poliovirus polymerase elongation; stronger effect = lower value; in the data active = % elongation below about 90%; also: some results filed as inactive read as strong as hits
# Target sequence (P03300 1749-2209 limits assumed): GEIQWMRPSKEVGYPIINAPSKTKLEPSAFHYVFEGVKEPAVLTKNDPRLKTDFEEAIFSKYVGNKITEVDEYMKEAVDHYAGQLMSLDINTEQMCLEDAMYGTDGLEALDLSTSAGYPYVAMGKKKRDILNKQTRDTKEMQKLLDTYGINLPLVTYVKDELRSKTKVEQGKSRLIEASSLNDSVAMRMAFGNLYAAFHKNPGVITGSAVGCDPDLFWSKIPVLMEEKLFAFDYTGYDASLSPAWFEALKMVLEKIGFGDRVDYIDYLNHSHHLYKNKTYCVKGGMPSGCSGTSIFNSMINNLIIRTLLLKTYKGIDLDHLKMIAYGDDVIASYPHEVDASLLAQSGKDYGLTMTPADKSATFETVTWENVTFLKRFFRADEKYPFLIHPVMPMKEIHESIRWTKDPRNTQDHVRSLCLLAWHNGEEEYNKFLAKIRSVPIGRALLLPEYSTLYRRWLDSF
# PV pol inh FP z-score = also measured in PV pol inh; calls as there; z-score; measured here: FP z-score; hits read low
# * marks the source's active call; other numbers are inactive results; & = joins results of further samples. A portion of the library (hit frequency here may not be typical).
# Below each compound: PV pol inh	PV pol inh FP z-score
(1) CCN(CC)S(=O)(=O)c1ccc(N/N=C/C=C2/N(C)c3ccccc3C2(C)C)nc1
  104	0.2
(2) C=CCn1c(N)cc(=O)nc1SC(C)C(=O)Nc1cccc(Cl)c1 (centres undefined)
  100	0
(3) CN(C)C(=O)COC(=O)c1ccccc1Sc1ccccc1C#N
  102	0.1
(4) O=C(c1cccs1)N1CCC(Cc2ccccc2)CC1
  103	0.3
(5) O=C(C(Cc1ccccc1)n1cccc1)N(CCc1ccccc1)Cc1ccccc1 (centres undefined)
  104	1.1
(6) CCC(=O)Nc1cccc(NC(=O)CSc2nnnn2C(C)C)c1
  101	-0.5
(7) CN(C)c1ccc(C(CNS(=O)(=O)c2ccc(F)cc2F)N2CCOCC2)cc1 (centres undefined)
  106	0
(8) COc1ccc(-n2nc(C(=O)N(C)c3cc(Cl)ccc3OC)c3c4ccccc4n(C)c3c2=O)cc1
  110	0.6
(9) O=C(CCN1CCN(C2c3ccccc3-c3ccccc32)CC1)Nc1cccc(C(F)(F)F)c1
  100	-0.4
(10) Cc1ccc(C)c(CN2C(=O)c3ccccc3S(=O)(=O)c3ccc(C(=O)N(C)C4CCCCC4)cc32)c1
  101	-1.2
(11) COc1ccccc1Cn1cccc1C1=NC(C(C)C)CO1 (centres undefined)
  101	0.2
(12) CC(C)CN(CC(C)C)c1nnc(NC(=O)Nc2cccc(C(F)(F)F)c2)s1
  107	0
(13) COc1ccc(CNC2=CC(=O)CC(C)(C)C2)cc1
  102	0
(14) Cc1cccc(OCC(=O)N2CCN(CCc3ccccn3)CC2)c1
  109	0.2
(15) O=C(O)CC(c1ccc(F)cc1)c1ccco1 (centres undefined)
  100	-0.3
(16) C#CCSc1nc2sc3c(c2c(=O)n1-c1cccc(OC)c1)CCN(C(C)=O)C3
  100	-1.6
(17) CN1C2CCC1/C(=C\c1cccnc1)C(=O)/C2=C/c1cccnc1
  101	0.2
(18) N#CCSc1nnc(-c2ccccc2)n1-c1ccccc1
  101	-0.2
(19) CCc1nnc2c(Nc3ccccc3Br)nc3ccccc3n12
  105	0.2
(20) Cn1c(O)c(N=Nc2ccc(S(=O)(=O)N3CCOCC3)cc2)c(=O)n(C)c1=O
  104	0.2

# Arranged by molar mass (largest number first): 3 of the compounds above.
# Below each compound: PV pol inh	PV pol inh FP z-score
(12) CC(C)CN(CC(C)C)c1nnc(NC(=O)Nc2cccc(C(F)(F)F)c2)s1
  107	0
(20) Cn1c(O)c(N=Nc2ccc(S(=O)(=O)N3CCOCC3)cc2)c(=O)n(C)c1=O
  104	0.2
(18) N#CCSc1nnc(-c2ccccc2)n1-c1ccccc1
  101	-0.2

# The main list resumes, starting three compounds before the break.
# Below each compound: PV pol inh	PV pol inh FP z-score
(18) N#CCSc1nnc(-c2ccccc2)n1-c1ccccc1
  101	-0.2
(19) CCc1nnc2c(Nc3ccccc3Br)nc3ccccc3n12
  105	0.2
(20) Cn1c(O)c(N=Nc2ccc(S(=O)(=O)N3CCOCC3)cc2)c(=O)n(C)c1=O
  104	0.2
(21) COCCn1ccc2nc(C)c(C(=O)NCCC(C)C)cc2c1=O
  99	-0.8
(22) O=S1(=O)C=CC2ON=C(c3c(Cl)cccc3Cl)C21 (centres undefined)
  102	0.7
(23) Cc1c(-c2ccccc2)c(=O)oc2c(CN3CCCC3)c(O)ccc12
  100	-1.7
(24) COc1cc(Cl)c(C)cc1NC(=O)Cn1c(C)c2cnn(-c3ccccc3)c(=O)c2c1C
  108	0.4
(25) O=S(=O)(NCc1ccccc1)c1cccs1
  105	0.9
(26) Cc1ccc(OCc2nc3ccccc3n2Cc2ccccc2Cl)cc1
  108	-0.5
(27) CC(=O)Nc1ccc(S(=O)(=O)NCCS(=O)(=O)N2CCN(c3ccccc3F)CC2)cc1
  109	1
(28) Cc1oc2c(c1C(=O)N1CCC(C)CC1)C(=O)c1ccccc1C2=O
  100	-0.3
(29) Cn1c(=O)c2c(-c3ccc(C(C)(C)C)cc3)n(-c3cc(N)c(Cl)cc3Cl)cc2n(C)c1=O
  106	0.9
(30) Cc1ccc(-c2nn(-c3ccccc3)c3[nH]c(C)cc(=O)c23)cc1
  93	-1.1
(31) CC(C)(C)c1ccc(C(=O)N2CCN(C(=O)C3CCCCC3)CC2)cc1
  102	0.1
(32) Cc1cc(C(=O)Nn2cnnc2)cs1
  103	0.4
(33) O=S1(=O)N=CN(Cc2ccccc2)c2ccccc21
  107	1.6
(34) COc1ccc(C(=O)CSc2nc(-c3cccc(C)c3)ns2)cc1
  98	-1
(35) CC(C)(C)OC(=O)Nc1ccc2c(c1)OCO2
  99	-0.8
(36) COc1ccc(Cc2nc3ccc(C(=O)NCCc4ccc(OC)c(OC)c4)cc3o2)cc1
  109	0.5
(37) CCOc1ccccc1-n1nnnc1SCC(=O)c1ccc[nH]1
  104	0.3
(38) Cc1nc2nc(NC(=O)C(C)C)[nH]n2c(=O)c1Cc1ccccc1
  101	-1.3
(39) Cc1cc(SCC(=O)Nc2cccc(C#N)c2)nc2ccccc12
  102	-0.1
(40) CC(C)CCNS(=O)(=O)c1ccccc1
  103	0
(41) O=C(COC(=O)C1CCCN1S(=O)(=O)c1cccc2nsnc12)c1ccco1 (centres undefined)
  100	-0.2
(42) Clc1ccnc(-c2ccccc2)n1
  99	-0.1
(43) CCOc1ccc(-n2c(O)c(C3=c4ccccc4=NC3=O)sc2=O)cc1
  100	-0.7
(44) O=C(COC(=O)c1n[nH]c(=O)c2ccccc12)NC1C2CC3CC(C2)CC1C3 (centres undefined)
  101	-0.4
(45) COc1cc(C(=O)NCC(c2ccc(N(C)C)cc2)N2CCc3ccccc32)cc(OC)c1OC (centres undefined)
  99	-1
(46) CCCCN=Cc1c(O)[nH]c(=O)[nH]c1=O
  102	0.2
(47) Fc1ccc(Nc2nc3ccccc3s2)cc1
  103	0.8
(48) O=C(CSCCN1C(=O)c2ccccc2C1=O)NCc1cccs1
  107	0.6
(49) CCOc1ccc(/C=C/c2nc(C#N)c(N3CCC(C)CC3)o2)cc1
  110	0.5
(50) CCc1ccc(NC(=O)CN2C(=O)c3ccccc3Sc3ccc(C(=O)N4CCCC4)cc32)cc1
  105	-0.1
(51) COc1ccc(C(=O)Nc2cccc(NC(C)=O)c2)c(OC)c1
  100	0.2
(52) COc1ccccc1CCNC(=O)C(=O)NCC(c1cccs1)S(=O)(=O)c1cccs1 (centres undefined)
  104	-0.6
(53) CC(=O)NCCC(=O)Nc1ccc(-c2cn3ccsc3n2)cc1
  99	-0.4
(54) CC1CCN(C(=O)CN(CCc2ccccc2)S(C)(=O)=O)CC1
  106	0.8
(55) CCCCc1nnc(SCC(=O)Nc2ccccc2)n1CC
  99	-0.8
(56) COc1cccc(NC(=O)C2CCCN(S(=O)(=O)c3cccc4nonc34)C2)c1 (centres undefined)
  102	-0.8
(57) O=C(OCCN1C(=O)c2ccccc2C1=O)c1ccc(Cl)cc1
  100	-0.3
(58) O=C(Cc1nncn1-c1ccccc1)c1ccc(O)cc1O
  44	-7.1
(59) Cc1ccc(Cl)cc1NC(=O)C1CCN(S(=O)(=O)c2cccc3nonc23)CC1
  109	1
(60) O=C(COc1ccc(Br)cc1C(=O)Nc1ccc(Cl)cc1)NC1CC1
  99	-0.3
(61) Cc1ccc(C)c(CN2C(=O)CSc3ccc(C(=O)NCc4ccccc4)cc32)c1
  105	0.4
(62) CC12CCC(=O)N1C(C(=O)NC1CCCc3ccccc31)CS2 (centres undefined)
  104	0.2
(63) Cc1c(C(=O)NCc2cccc(Cl)c2)sc2nc[nH]c(=O)c12
  103	-1.1
(64) CC/S(=N\S(=O)(=O)c1ccc(C)cc1)c1ccccc1 (centres undefined)
  101	0
(65) O=C(Nc1ccc(F)cc1F)c1cnn(-c2ccc(F)cc2)c1-n1cccc1
  111	0.7
(66) CCOC(=O)c1c(C)c(C#N)c(N(C(C)=O)C(C)=O)n1-c1ccc(C)cc1
  105	-0.1
(67) COc1ccc(CNC(=O)CCSCc2ccc(C)cc2)cc1
  101	-0.4
(68) COc1ccc(C2(C(=O)NC(C)(C)C)CCCC2)cc1
  105	0.9
(69) CC(C)c1cc(C(F)(F)F)n2nc(C(=O)O)cc2n1
  104	0.8
(70) NNc1nnc2c(n1)[nH]c1ccc(F)cc12
  99	-0.4

# Remaining list, next part
# Below each compound: PV pol inh	PV pol inh FP z-score
(71) O=c1c2ccccc2c(/C=N/c2ncn[nH]2)c(O)n1-c1cccc(C(F)(F)F)c1
  107	0.9
(72) O=c1ccc2cc3c([nH]c4ccc(Br)cc43)oc-2c1O
  86	-4
(73) CN(C)C(=O)Oc1ccnc(SCc2c(F)cccc2Cl)n1
  103	-0.5
(74) Cc1noc2ncnc(N3CCCC(C(=O)Nc4cccc(C(F)(F)F)c4)C3)c12 (centres undefined)
  109	0.1
(75) COc1ccc(C(=O)Nc2ccccc2)cc1
  101	-0.5
(76) FC(F)n1c(=S)n(C(F)F)c2ccccc21
  102	0.1
(77) Cn1c(=O)c2cc(NC(=O)c3ccccc3F)c(=O)oc2n(C)c1=O
  112	1.3
(78) Cc1nnc(SCCn2c(C)csc2=O)n1C
  101	-0.4
(79) CCOC(=O)N1CCN(CC(=O)c2ccc3c(c2)CCN3)CC1
  100	0
(80) COc1ccc(NC(=O)C(=O)Nc2ccc3nc4n(c(=O)c3c2)CCCCC4)c(OC)c1
  102	-0.8
(81) CSc1nc2nc3c(cc2c(=O)[nH]1)C(O)Oc1ccc(C)cc1-3 (centres undefined)
  101	0
(82) NC(=NC(=O)c1ccc(OCC(F)(F)F)nc1)c1ccc(Cl)cc1
  102	0.1
(83) COc1ccc(S(=O)(=O)c2c(SC)nn(CC(=O)Nc3ccc(C)c(Cl)c3)c2N)cc1
  115	1.7
(84) Cc1cc(C)c2c(N)c(C(=O)N3CCC(Cc4ccccc4)CC3)sc2n1
  100	-0.7
(85) Cc1[nH]c2ccccc2c1CCNC(=O)NC(=O)c1ccc(C(F)(F)F)cc1
  98	-1
(86) COc1ccccc1/C=C/c1nc(C#N)c(N(C)C)o1
  107	-0.3
(87) Cc1ccc(-n2ncc(C(=O)NCCN3CCN(C)CC3)c2C2CCN(C(=O)OC(C)(C)C)CC2)cc1C
  110	0.8
(88) COc1ccc(CNC(=O)c2nc(SC(C)C)ncc2Cl)cc1
  105	-0.4
(89) COc1cc(OC)cc(C(=O)Nc2cc(-c3nc4cc(Cl)ccc4o3)ccc2Cl)c1
  107	0.5
(90) Cc1nc2cccnc2n1-c1cccc(C(=O)N2CCN(c3cccc(Cl)c3)CC2)c1
  115	1.3
(91) COc1cccc(CN2C(=O)c3ccccc3C2C(=O)NCC2CCCO2)c1 (centres undefined)
  100	0
(92) O=c1[nH]c2c(s1)C=Nc1cc3ccccc3cc1N2
  55	-11
(93) COC(=O)c1cc(S(=O)(=O)N2CCCCC2)c[nH]1
  100	-0.4
(94) O=C(NNC1=NCCC1)c1c[nH]c2ccccc12
  102	0.1
(95) Cc1ccc(CNC(=O)C2CCN(S(=O)(=O)c3c(C)nn(C)c3C)CC2)cc1
  105	1.6
(96) Cc1nnc(N2CCCC(C(=O)NCCc3ccc(Cl)cc3)C2)c2nn(-c3ccccc3)c(C)c12 (centres undefined)
  107	0.3
(97) N#CC(c1ccccc1)c1cn2cc(Cl)ccc2n1 (centres undefined)
  106	2.1
(98) CCc1ccc(NC(=O)CSc2nc3c(c(=O)[nH]2)CN(Cc2ccc(C)cc2)CC3)cc1
  124	1.1
(99) Cc1[nH]c2ccccc2c1C(=O)COC(=O)Cn1c(=O)oc2ccccc21
  108	0.8
(100) CCn1cnc2cc(NCc3ccccn3)ccc21
  102	-0.4
(101) Cc1cc(C)nc(/N=C(/N)N2N=CCC2c2ccccc2)n1 (centres undefined)
  104	0
(102) COC(=O)CN1C(=O)CSc2ccc(S(=O)(=O)Nc3ccc(C)c(Cl)c3)cc21
  107	0
(103) O=C(c1cccc(C(F)(F)F)c1)N1CCc2c([nH]c3ccccc23)C1C(F)(F)F (centres undefined)
  105	0.4
(104) CCC(O)C12CC3CC(CC(C3)C1)C2 (centres undefined)
  103	0.8
(105) Cc1ccc(C(CC(=O)c2ccco2)SCc2ccco2)cc1 (centres undefined)
  103	0.7
(106) CCCN1CC2=C(NC(=S)NC2c2ccc(N(C)C)cc2)/C(=C/c2ccc(N(C)C)cc2)C1 (centres undefined)
  109	1.3
(107) O=C1C2C3C=CC(C3)C2C(=O)N1CN1CCCCC1 (centres undefined)
  103	0.5
(108) Cc1ccc(CNS(=O)(=O)c2cc3[nH]c(=O)c(=O)[nH]c3cc2C)cc1
  105	-0.3
(109) O=C(NN1CCCCC1)c1oc2ccccc2c1COc1ccccc1
  101	0
(110) O=C(c1cccs1)C1C(=O)c2ccccc2C1=O
  101	0

# Whole records as entered above:
# O=C(c1cccs1)C1C(=O)c2ccccc2C1=O is listed as PV pol inh: 101; PV pol inh FP z-score: 0
# COC(=O)CN1C(=O)CSc2ccc(S(=O)(=O)Nc3ccc(C)c(Cl)c3)cc21 is listed as PV pol inh: 107; PV pol inh FP z-score: 0

# Of the compounds above, these contain a COOH group:
# Below each compound: PV pol inh	PV pol inh FP z-score
(15) O=C(O)CC(c1ccc(F)cc1)c1ccco1 (centres undefined)
  100	-0.3
(69) CC(C)c1cc(C(F)(F)F)n2nc(C(=O)O)cc2n1
  104	0.8

# The list goes on:
# Below each compound: PV pol inh	PV pol inh FP z-score
(111) COc1ccc(N2CC(NC(=O)c3ccc(OC(C)C)cc3)CC2=O)cc1 (centres undefined)
  108	0.4
(112) CC(C)n1cc(C(=O)c2ccccc2O)cc1-c1nnc(-c2ccccc2)o1
  105	0.4
(113) CCC(=O)OCC(=O)C1(OC(=O)CC)C(C)CC2C3CCC4=CC(=O)C=CC4(C)C3(Cl)C(O)CC21C (centres undefined)
  100	0
(114) COc1cccc(NC(=O)COC(=O)Cc2ccc(F)cc2)c1
  102	0.3
(115) Cc1ccnc(NC(=O)Cn2ncc3c2-c2cc(C)ccc2OC3)c1
  104	0.6
(116) O=C1c2ccccc2NC(c2cccc(F)c2)N1Cc1ccccc1 (centres undefined)
  102	0.2
(117) CN(C)C(=O)C(CCN1CCC(O)(c2ccc(Cl)cc2)CC1)(c1ccccc1)c1ccccc1
  100&101&101&99	-0.4&0.2&0.4&-0.1
